# FEN1 inh: inhibitors of human flap endonuclease 1. P39748. Recombinant FEN1 flap cleavage, fluorescence, 15 min. Potency, µM (highest dose often 114 µM), without a hit: at the top dose activity change, negative = inhibition, most hits filed as inhibitors. hit rate 0.35% among 390,000. AID 588795; also: nearly all actives have a fitted effect of over 65% in size
# Target sequence (P39748 whole entry, looked up): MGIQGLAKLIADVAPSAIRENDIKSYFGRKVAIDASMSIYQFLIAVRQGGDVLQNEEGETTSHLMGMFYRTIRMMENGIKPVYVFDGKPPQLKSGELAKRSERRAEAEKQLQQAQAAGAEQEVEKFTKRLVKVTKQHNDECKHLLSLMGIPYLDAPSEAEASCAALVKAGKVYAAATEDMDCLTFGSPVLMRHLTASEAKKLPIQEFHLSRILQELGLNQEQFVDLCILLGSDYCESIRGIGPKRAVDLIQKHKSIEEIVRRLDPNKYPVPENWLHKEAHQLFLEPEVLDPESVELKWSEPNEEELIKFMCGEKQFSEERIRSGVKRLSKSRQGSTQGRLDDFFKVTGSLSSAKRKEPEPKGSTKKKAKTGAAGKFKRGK
#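 Read-out was taken twice, immediately and after 15 min, following addition of 50 nM substrate to 10 nM FEN1 that had sat with test compound for 15 min at room temperature. Curves came from a four-parameter Hill model.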
# N370S GC: inhibitors or activators of N370S glucocerebrosidase for Gaucher disease; hit rate 0.092% among 330,000; AID 2101; N370S GC spleen homogenate, 4MU-glucoside fluorescence; P04062; Potency, µM (highest dose often 59.4 µM), without a hit: at the top dose activity change, negative = inhibition, actives largely listed as inhibitors;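 also: 0% = full enzyme activity and -100% = no enzyme basal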
# TDP1 cell CPT: growth inhibition of DT40 Tdp1-/-;hTDP1 cells with camptothecin (screen for TDP1 inhibitors) | chicken DT40 Tdp1-/-;hTDP1 cells + 20 nM CPT, ATP luminescence, 48 h | Potency, µM (doses to about 46.2 µM), without a hit: at the top dose activity change, negative = growth inhibition, hits mostly inhibitors | hit rate 12% among 420,000; also: nearly all actives have a fitted effect of over 55% in size
#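 Chicken DT40 Tdp1-/- cells complemented with human TDP1, 400 cells/well, exposed to compounds plus 20 nM camptothecin for at least 48 h at 37 C; viability read as ATP content by CellTiter-Glo luminescence.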
# * = called active by the depositor; ? = inconclusive; / = not tested or not shown; & = joins results of further samples; [ ] = another dose, or the depositor's remark. Calls follow the shape of the dose curve; as a rule, active = well fitted curve in the direction sought with a large enough effect; inconclusive = small, poorly fitted or top-dose-only effect, or another doubt; inactive = no such curve, though single readings can be large; an effect the other way counts as inactive or inconclusive. Unless noted, % is scaled to controls: 0 for no effect and ±100 for the full control effect; potency is read from the fitted curve at half-maximal effect. Not all compounds are listed. The share of hits here may be higher or lower than overall.
SMILES,FEN1 inh,N370S GC,TDP1 cell CPT
Cc1ccc(CN(C)CC(=O)NC(C)c2ccccc2)cc1 (stereo unspecified),-6%,-11%,-17%
COc1ccc(NC(=O)C(c2ccc(OC)cc2)N(C)C(=O)CC2NC(=O)NC2=O)cc1 (stereo unspecified),5%,3%,-2%
Nc1c(-c2ccccc2)cnn1C1CCS(=O)(=O)C1 (stereo unspecified),4%,-3%,-3%
O=C(OCC(=O)N1CCc2ccccc21)c1ccncc1,12%,/,-12%
CN(C)c1ccc(/C=N\Nc2ccc([N+](=O)[O-])cc2[N+](=O)[O-])cc1Cl,2%,/,?
COc1ccccc1C(=O)N/N=C(\C)CC(=O)Nc1ccccc1NC(C)=O,-2%,2%,7%
COC(=O)c1cc(C(=O)OC)cc(S(=O)(=O)Nc2ccc(Cl)c(N)c2)c1,4%,-4%,-1%
Cn1c(=O)c2c(nc(SCCN3CCOCC3)n2C)n(C)c1=O,-7%,-8%,2%
Cc1cc(S(=O)(=O)N2CCN(c3ccc(F)cc3)CC2)ccc1-n1cnnn1,2%,-17%,-24%
CN(C(=O)CSc1ncccc1C(=O)O)c1ccccc1,-17%,1%,-16%
O=C1c2ccccc2C(=O)N1CCc1nc(-c2ccc(Cl)cc2)no1,-5%,14%,-7%
Cc1ccc([N+](=O)[O-])c(OCC(O)CNC(C)(C)C)c1 (stereo unspecified),-10%,-4%,8%
O=C(CSCc1cnn(-c2ccccc2)c1-n1cccc1)NCc1ccc(Cl)cc1,10%,/,?
Cc1cc(Cl)c2oc(C(=O)N(C)Cc3ccon3)c(C)c2c1,4%,23%,?
O=C(CCC1CCCN(C(=O)C2(c3ccccc3)CC2)C1)N1CCN(c2ccccn2)CC1 (stereo unspecified),-3%,7%,?
O=C(c1cccc(F)c1)N1CCN(C(=O)c2cc(-c3ccc(Cl)cc3Cl)on2)CC1,10%,-1%,?
Cc1nc2ccc3nc(NC(=O)c4ccc(S(=O)(=O)N5CCOCC5)cc4)sc3c2s1,4%,1%,-4%
COc1cccc(-c2cc(C(=O)NCc3cccs3)no2)c1,-4%,5%,-26%
Cc1cc(Br)c(S(=O)(=O)n2nnc3ccccc32)cc1C,13%,2%,-20%
CSc1ncccc1C(=O)Nc1ccc2c(c1)OCO2,-5%,/,-7%
CC(C)(C)NS(=O)(=O)c1cc2c3c(c1)CCN3C(=O)CC2,-9%,-22%,0%
O=C(NC(=S)NCC1CCCO1)c1ccccc1Br (stereo unspecified),-8%,4%,9%
ON1C(c2ccc(Cl)cc2Cl)N(O)[C@H]2CCCC[C@H]21 (stereo partly specified),-4%,11%,-22%
CC(SCCc1ccccn1)C(=O)O (stereo unspecified),-6%,4%,-2%
COc1ccc(S(=O)(=O)N2CCCCC2)cc1NC(=O)Cn1c(=O)cnc2ccccc21,-6%,/,?
CC(C)NC(=O)C(c1ccc(F)cc1)N(Cc1ccco1)C(=O)CCC(=O)Nc1ccccn1 (stereo unspecified),-2%,1%,5%
Cc1onc(-c2ccccc2Cl)c1C(=O)N1CCN(c2cccc(Cl)c2)CC1,13%,-6%,1.6µM*
COc1ccc(F)cc1S(=O)(=O)N1CCN(Cc2ccc3c(c2)OCO3)CC1,-8%,-23%,10%
O=C(c1ccco1)c1nc2c(n1O)CCCCC2,2%,-4%,-1%
CN1C(C)(C)CC(=NOC(=O)c2ccccc2)CC1(C)C,2%,7%,-5%

# Next part (three carried over from the part before).
SMILES,FEN1 inh,N370S GC,TDP1 cell CPT
COc1ccc(F)cc1S(=O)(=O)N1CCN(Cc2ccc3c(c2)OCO3)CC1,-8%,-23%,10%
O=C(c1ccco1)c1nc2c(n1O)CCCCC2,2%,-4%,-1%
CN1C(C)(C)CC(=NOC(=O)c2ccccc2)CC1(C)C,2%,7%,-5%
O=C(CCNS(=O)(=O)c1ccccc1C(F)(F)F)Nc1ccncc1,-4%,/,-23%
Cc1sc2nc(SCC(=O)Nc3cccc(C(=O)O)c3)[nH]c(=O)c2c1C,-9%,22%,-5%
COc1ccc(/C=N/N(C)C2=NS(=O)(=O)c3ccccc32)cc1OC,-13%,20%,4%
CCN(CC(=O)Nc1c(F)cccc1F)C(=O)c1ccc(OCc2c(C)noc2C)cc1,2%,/,-6%
CC(=O)Nc1cc2oc3ccccc3c2cc1[N+](=O)[O-],9%,/,1%
CCOC(=O)/C(=N\Nc1cc(Cl)ccc1Cl)N1CC(C)OC(C)C1 (stereo unspecified),-6%,20%,-21%
C=CCn1c(SCc2ccccc2)nc2c1c(=O)[nH]c(=O)n2C,-2%,12%,?
CCc1ccc(N2C(=O)C3C(C2=O)N2CCCN2C3c2ccccc2)cc1 (stereo unspecified),4%,12%,23%
Cc1ccc(OCc2ccc(C(=O)NCC3CCCO3)cc2)cc1 (stereo unspecified),2%,9%,?
CC(C)CNc1ncnc2onc(-c3ccc(Cl)cc3)c12,-3%,/,-27%
COc1ccc(C2CC(=O)Oc3cc(C)c(Cl)c(C)c32)cc1 (stereo unspecified),4%,19%[89.1 µM],?
CC(C)(C)c1ccccc1NC(=S)NC1CCCCC1,-2%,0%,?
COc1ccc([C@H]2CC(=O)C=C(c3ccccc3Oc3ccccc3)C2)cc1,-17%,/,?
Cc1ccc(C(=O)N(C)CCOc2ccccc2)cc1S(=O)(=O)N1CCOCC1,-3%,/,?
c1ccc(Oc2cccc(NC3=NCCC3)c2)cc1,-1%,7%,-25%
COc1ccc(NC(=O)c2cc(S(=O)(=O)N3CCOCC3)ccc2N2CCOCC2)cc1,5%,-1%,-9%
COC(=O)c1cc(=O)n(-c2ccc(C(F)(F)F)cc2)[nH]1,7%,-4%,-2%
Cc1ccc(C(NC(=O)Cc2cccs2)C(=O)Nc2ccc(C(C)C)cc2)cc1 (stereo unspecified),-2%,/,16µM*
C=CCN(C(=O)c1csnn1)C(C(=O)NC1CCCCC1)c1ccccc1 (stereo unspecified),4%,-16%,-23%
CC(=O)N(C)c1nc(-c2ccc(Cl)cc2)cs1,1%,5%,-25%
Cc1c(CN2CCC(n3nccc3NC(=O)CCc3ccccc3)CC2)cnn1C,-15%,1%,-2%
CCn1c(=O)c2cc(C(=O)NCC(OC)OC)sc2c2ccccc21,3%,1%,?
COc1ccc(S(=O)(=O)N2CCC(C(=O)N3CCN(c4ccccc4OC)CC3)CC2)cc1,-11%,3%,?
Cc1ccc(NC(=O)C2CCN(S(=O)(=O)c3c(C)noc3/C=C/N(C)C)CC2)cc1,-21%,-3%,-12%
O=C(Nc1ccc(C(=O)O)cc1)/C(=C\c1ccc2c(c1)OCO2)NC(=O)c1ccc(Br)o1,-7%,8%,?
Cc1cn(S(=O)(=O)c2ccc(Cl)cc2)c(C)n1,20%,-3%,0%
C=CCN1c2ccccc2[C@]23C[C@@H](C(=O)OC)N(C(=O)c4cc(C)oc4C)C2=NC(C(=O)OC)=C(C(=O)OC)[C@H]13,-21%,2%[12.8 µM],?
Cc1cccc(-n2ncc3c(Nc4ccc(F)cc4)ncnc32)c1,-5%,6%,?
Cc1ccc(OCc2cc(C(=O)NCc3cnn(-c4cccc(F)c4)c3)no2)cn1,-6%,3%,?
CCCCOC(=O)CSc1nnc(-c2ccccc2)o1,11%,/,8%
O=C(Cc1cccc2ccccc12)N/N=C/C=C/c1cccc([N+](=O)[O-])c1,-12%,-7%,?
Cc1[nH]c2ccccc2c1CCN(Cc1cccnc1)C(=S)Nc1cccc(F)c1,-20%,-3%,?
O=C(c1ccc(OC2CCN(CCc3ccccc3)CC2)cc1)N1CCCC1,0%,-5%,-10%
COc1cc(OC)cc(C(=O)NC(C(=O)NCc2ccccn2)C(C)C)c1 (stereo unspecified),-10%,/,-6%
Cc1ccccc1NC(=O)c1cnn(-c2ccccc2)c1C,-3%,-11%,0%
OC(COc1ccc2c(c1)OCO2)CN1CCN(c2ccc(F)cc2)CC1 (stereo unspecified),17%,-13%,2%
CN(CC(=O)Nc1ccc(F)c(Cl)c1)S(=O)(=O)c1ccc2c(c1)n(C)c(=O)c(=O)n2C,?,-28%,?
Cc1cc(NC(=O)CSCC(=O)Nc2cc(C(F)(F)F)ccc2N2CCCCC2)no1,2%,/,-22%
Cn1cccc1-c1cc(C(=O)O)[nH]n1,7%,6%,22%
Cc1ccc(NC(=O)NCc2cccn2Cc2ccccc2)cc1F,5%,/,-10%
Cc1ccc(C)c(-c2nnc(NC(=O)c3ccc4c(c3)OCCO4)o2)c1,2%,/,18µM*
Cc1cc(-c2nc3ncccc3o2)ccc1N,17%,23%,-20%
Nc1nc(Oc2ccc(F)cc2)c(Br)c(=O)[nH]1,11%,-16%,-24%
COc1ccc(-c2noc(N3CCC(C(=O)Nc4ccc(OC)c(OC)c4)CC3)n2)cc1,0%&-3%,0%,-2%&-24%
NS(=O)(=O)c1ccc(CCNC(=O)c2ccc([N+](=O)[O-])cc2[N+](=O)[O-])cc1,2%,-2%,-19%
CCCn1nc(C(=O)Nc2ccc(S(=O)(=O)Nc3ncccn3)cc2)c2ccccc2c1=O,14%,-11%,-26%
CC1CC(C)CN(C(=O)CCNS(=O)(=O)c2ccc3c(c2)CCC(=O)N3)C1 (stereo unspecified),3%,-18%,-10%
O=C(NCc1ccccn1)c1cccc(S(=O)(=O)Nc2ccccc2Cl)c1,13%,/,-7%
CC(=O)N1N=C(c2cccs2)CC1c1ccc(Br)cc1 (stereo unspecified),2%,4%,?
O=C(c1cccc(OC2CCN(Cc3cccc(OCCO)c3)CC2)c1)N1CCCC1,8%,-1%,-21%

# The listing continues.
SMILES,FEN1 inh,N370S GC,TDP1 cell CPT
CCN(CC)S(=O)(=O)c1ccc(Cl)c(C(=O)Nc2nnc(C)s2)c1,-3%,4%[2.35 µM],-7%
Cc1cc(C(=O)COc2ccc(C#N)cc2)c(C)n1CC1CCCO1 (stereo unspecified),15%,/,29µM*
CCOc1ccc(NC(=O)N2CCC(c3nc4ccccc4o3)CC2)cc1,14%,-1%,?
O=C(COc1ccccc1C(=O)Nc1ccccc1)Nc1cccc(Cl)c1,4%,/,18µM*
COc1ccc(NC(=O)c2onc(C)c2Cl)cc1OC,2%,-30%,-8%
CCC(C(=O)N1CCOCC1)n1nc(C)c2c(C)n(-c3ccccc3)nc2c1=O (stereo unspecified),5%,-3%,-1%
Cc1ccc(OCCCN2CCOCC2)cc1,0%,-11%,18%
Cc1cccc(NC(=O)C2CCCN2C(=O)OCC(C)C)c1C (stereo unspecified),-8%,1%,-14%
COc1ccc2c(c1)cc(C(=O)O)n2C,0%,0%,-11%
O=C(CN1CCN(c2ccc(F)cc2)CC1)OCc1ccccc1,-13%,-1%,-8%

# Reprinted at random: 6 compounds from above.
SMILES,FEN1 inh,N370S GC,TDP1 cell CPT
Cc1cccc(NC(=O)C2CCCN2C(=O)OCC(C)C)c1C (stereo unspecified),-8%,1%,-14%
COc1ccccc1C(=O)N/N=C(\C)CC(=O)Nc1ccccc1NC(C)=O,-2%,2%,7%
CC(C)(C)NS(=O)(=O)c1cc2c3c(c1)CCN3C(=O)CC2,-9%,-22%,0%
COC(=O)c1cc(C(=O)OC)cc(S(=O)(=O)Nc2ccc(Cl)c(N)c2)c1,4%,-4%,-1%
Cc1cc(Cl)c2oc(C(=O)N(C)Cc3ccon3)c(C)c2c1,4%,23%,?
COc1ccc(NC(=O)C(c2ccc(OC)cc2)N(C)C(=O)CC2NC(=O)NC2=O)cc1 (stereo unspecified),5%,3%,-2%

# (next part)
SMILES,FEN1 inh,N370S GC,TDP1 cell CPT
CC(=O)Nc1ccc(S(=O)(=O)N(C)CC(=O)OCC(=O)N2CCCCCC2)cc1,4%,-12%,-3%
Cc1cc(C)cc(C(=O)Nc2ccc(N3CCN(S(C)(=O)=O)CC3)cc2)c1,3%,2%,-2%
COc1ccccc1-c1nccc(NCc2cnc(C)cn2)n1,/,-1%,3%
COc1ccccc1CNC(=O)C(NC(=O)c1ccc(C)cc1)C(C)C (stereo unspecified),-10%,-3%,?
CC(=O)Nc1ccc(NC(=O)C(C)Sc2n[nH]c(-c3ccc(C)cc3)n2)cc1 (stereo unspecified),-2%,-5%,1%
O=C(NCCCN1CCCC1=O)c1cccc(S(=O)(=O)N2CCN(c3ccccc3)CC2)c1,-2%,-7%,-27%
CCn1cnc2sc(C(=O)O)c(C)c2c1=O,2%,3%,-10%
CCCNC(=O)c1c(NC(=O)c2ccc(C)cc2)sc2c1CCCCC2,3%,/,?
COc1ccc(CCn2c(=N)c(C(=O)NCC3CCCO3)cc3c(=O)n4cccc(C)c4nc32)cc1OC (stereo unspecified),-23%,?,5.2µM*
CCOc1ccc(OCCC(=O)N(CCC(C)C)c2c(N)n(Cc3ccccc3)c(=O)[nH]c2=O)cc1,0%,2%,-27%

# Assay outcomes: PubChem, National Center for Advancing Translational Sciences (NCATS)
